Source: PubChem BioAssay (Broad Institute)
BL2 CD40 inh: CD40 pathway inhibition in BL2 cells; hit rate 0.94% among 83,000; AID 1053188; inhibition, % at 10 µM; BL2 NF-kB luciferase reporter, CD40L-induced, 4 h;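 active = mean inhibition of at least 50% with a set share of replicates also reaching that level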;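 also: 0% = neutral control wells and 100% = IKK inhibitor VII at 50 µM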
An asterisk follows results filed as active; & = joins results of further samples; [ ] = another dose, or the depositor's remark.

SMILES	BL2 CD40 inh
Cc1nn(CC(=O)OCC(=O)NCCc2ccc(S(N)(=O)=O)cc2)c(C)c1[N+](=O)[O-]	6.3
O=C(NCCCN1CCOCC1)C1(c2ccccc2)CCCC1	9.7
COc1cc(C)nc(OCCNS(=O)(=O)c2cc(C)ccc2C)n1	-15.3
O=S(=O)(c1ccccc1)N1[C@@H]2CNC[C@H]1C2c1ccc(-c2cccnc2)cc1 (some centres not stated)	-3.9&2.4
O=C(c1ccc(Cl)c(S(=O)(=O)N2CCCCCC2)c1)N1CCOCC1	4.9
Cc1ccc(-c2cnc3c(c2)C(=O)N([C@@H](C)CO)C[C@@H](C)[C@H](CN(C)C(=O)CN(C)C)O3)cc1	-8.9[25 µM]
Cc1ccnc2nc(C(=O)OCC(=O)c3ccccc3)nn12	16.1
O=C(NCc1ccco1)c1ccc(COc2cccc3ccccc23)cc1	0.4
Cc1ccc(C)n1-c1cccc(S(=O)(=O)N2CCOCC2)c1	5.0
CN(c1ccccc1)S(=O)(=O)c1ccc(Cl)c(C(=O)Nc2ccccc2N2CCOCC2)c1	15.0
O=C(NCCc1ccccc1)C1CCN(Cc2cccc3ccccc23)CC1	8.3
CC1(C)Cc2cccc(OCC(O)CNCc3ccccn3)c2O1 (configuration not stated)	6.7
N#CCSc1nc2ccc(N3CCOCC3)cc2c(=O)n1CCc1ccccc1	-4.6
C[C@@H]1CN([C@H](C)CO)C(=O)c2cc(C#CC3(O)CCCC3)cnc2O[C@H]1CN(C)S(=O)(=O)c1cccc(F)c1	-1.8[25 µM]
CN(C)C(=O)c1ccc(-c2ccccc2[C@H]2[C@@H](C#N)N(C(=O)C3CCCC3)[C@H]2CO)cc1	0.0
N#C[C@H]1[C@@H](c2ccc(C#CC3(O)CCCC3)cc2)[C@@H](CO)N1C(=O)C1CCCCC1	11.9[25 µM]
COc1ccc(C(=O)OCc2nnc(-c3ccccc3)o2)cc1S(=O)(=O)N1CCOCC1	-28.7
Nc1nc(-c2cccnc2)nn1C(=O)CCc1ccccc1	1.8
CCn1c(N)nc2c1c(=O)n(C)c(=O)n2C	12.6
CC(=O)N1[C@H](CO)[C@@H](c2ccccc2)[C@@H]1CN(C(=O)c1cccc(F)c1)C(C)C	-8.1[25 µM]
COc1ccc(Cl)cc1C(=O)N1CCC2(CC1)CC(=O)c1ccccc1O2	10.8
Cc1cc(C(=O)Nc2cccc(S(=O)(=O)N3CCOCC3)c2)c2ccccc2n1	11.2
CC(C)(C)NCC(=Cc1ccccc1)C(=O)c1ccccc1	51.7*
Cc1ccc(NC(=O)CN2C(=O)C(C)Oc3ccccc32)nc1 (configuration not stated)	10.5
Cc1sc2nc(SCc3ccccc3)n(Cc3ccco3)c(=O)c2c1C	19.4
O=C(C[C@H]1C[C@@H]2c3cc(NC(=O)Nc4ccc(C(F)(F)F)cc4)ccc3O[C@@H]2[C@@H](CO)O1)NCc1cc(F)ccc1F	9.4[25 µM]
O=C(CN1CCN(Cc2ccc3c(c2)OCO3)CC1)c1c[nH]c2ccccc12	-5.7
COc1cccc(C(=O)N2N=C(c3ccccc3)CC2(O)C(F)(F)F)c1 (configuration not stated)	3.9
c1coc(CNc2nc3nonc3nc2NCc2ccco2)c1	9.4
CCOC(=O)c1cc(NC(=O)N2CCOCC2)c(C)nc1C	4.2
COc1ccc(CNC(C)C(=O)Nc2ccc3ccccc3c2)cc1OC (configuration not stated)	-6.8
O=C(CCc1nnc(CCc2ccccc2)o1)N1CCCC1c1nccs1 (configuration not stated)	-26.1
O=C(CCCc1ccccc1)Nc1ccnn1C1CCN(Cc2ccccn2)CC1	17.8
C/C(N)=C(/C#N)C(=O)COC(=O)CCSc1ccccc1	0.9
CC1CCN=C(N)S1 (configuration not stated)	-4.1[25 µM]
COc1ccc(-n2nnnc2SCC(=O)Nc2cc(OC)c([N+](=O)[O-])cc2C)cc1	15.4
COc1ccccc1C(=O)COC(=O)Cn1nc(C)c([N+](=O)[O-])c1C	-18.1
CC(=O)c1ccc(S(=O)(=O)N(C)CC(=O)N2CCCCCC2)cc1	12.3
CCn1cnc2c1c(=O)n(Cc1csc(-c3ccccc3)n1)c(=O)n2Cc1ccccc1	-14.5
O=[N+]([O-])c1ccc(Cl)c(S(=O)(=O)Nc2ccc(-c3ccc(N4CCCC4)nn3)cc2)c1	4.6
CCN(Cc1nc2cc(Cl)ccc2c(=O)[nH]1)C(=O)c1cccc(OCc2c(C)noc2C)c1	5.6
O=C(c1cc(COc2ccccc2)on1)N1CCCC(OCc2cccnc2)C1 (configuration not stated)	4.4
c1ccc(-c2ccc(-c3csnn3)cc2)cc1	-67.2
CN(c1ccc([N+](=O)[O-])cc1C(=O)Nc1ccccc1)C1CCCCC1	5.4
CCC(C(=O)N1CCN(c2ccccn2)CC1)n1nc(C)n2c(cc3occc32)c1=O (configuration not stated)	10.3
Cc1cc(C)c(N(C(=O)c2csnn2)C(C(=O)NC(C)(C)C)c2ccncc2)c(C)c1 (configuration not stated)	6.1
C/C=C/c1ccc([C@H]2[C@@H](CO)N(C(=O)CC)[C@H]2CN(C)Cc2cncnc2)cc1	-0.6[25 µM]
C#CCN(C#N)c1nc(NCC)nc(NC(C)C)n1	-2.4
COC(=O)/C=C/c1cccc(N(Cc2ccc(-c3ccc(N(C)C)cc3)cc2)C(=O)C2CCCCC2)c1	-10.8[25 µM]
CC(C)c1nnc(NC(=O)Cn2nc(-c3ccc4c(c3)OCCO4)ccc2=O)s1	9.8

Taken from above.
BL2 CD40 inh with c1ccc(-c2ccc(-c3csnn3)cc2)cc1 = -67.2
BL2 CD40 inh with O=C(c1cc(COc2ccccc2)on1)N1CCCC(OCc2cccnc2)C1 (configuration not stated) = 4.4
BL2 CD40 inh with C#CCN(C#N)c1nc(NCC)nc(NC(C)C)n1 = -2.4

The listing continues:
SMILES	BL2 CD40 inh
CN1CCN(S(=O)(=O)c2cccc(C(=O)N(C)CC(=O)Nc3ccc(F)c(F)c3F)c2)CC1	14.0
O=C(O)CCN1CCc2ccccc21	4.4
O=C(Nc1ccnc(-c2ccncc2)n1)c1ccc(F)cc1	0.5
O=C(CCn1c(=O)oc2ccccc21)NCCN1CCOCC1	8.9
O=C(c1ccco1)N1CCN(C(=O)c2cc3c(s2)-c2ccccc2OC3)CC1	-9.4
COc1ccc2c3c([nH]c2c1)[C@@H](CO)N(CC1CC1)CC31CN(Cc2cc(F)ccc2F)C1	13.6[25 µM]
CC(C)NC(=O)C1CC=CCC1C(=O)O (configuration not stated)	5.4
O=C(c1cccc(-c2ccc(O)cc2)c1)N1CCN(c2ccc(F)cc2)CC1	-4.0
O=C(COC(=O)c1ccccc1NC(=O)c1ccco1)NC1CCCCC1	4.8
CCOc1ccc(S(=O)(=O)NCCCn2ccnc2)cc1	2.8
NS(=O)(=O)c1ccc(CCNC(=O)c2ccc(Cn3c(=O)[nH]c4ccccc4c3=O)cc2)cc1	-5.2
CCCCCNC(=O)CCc1ccccc1	-2.4
CC(=O)c1ccc(OCc2cc([N+](=O)[O-])cc3c2OCOC3)cc1	1.1
C[C@H]1CN([C@@H](C)CO)C(=O)CCCn2cc(nn2)CO[C@H]1CN(C)C(=O)Nc1cccc2ccccc12	0.1[25 µM]
O=C(C1CCOCC1)N1CC(=O)N2[C@H](CO)[C@H](c3ccc(-c4cccnc4)cc3)[C@H]2C1	-11.9[25 µM]
O=C(CC12CC3CC(CC(C3)C1)C2)Nc1cccc2ncccc12	5.4
O=C(c1cc([N+](=O)[O-])ccc1N1CCOCC1)N1CCN(S(=O)(=O)c2ccc(F)cc2)CC1	17.2
O=C(OCC(=O)N1CCC(Cc2ccccc2)CC1)c1ccccc1F	-39.1
C[C@H](CO)N1C[C@H](C)[C@@H](CN(C)S(=O)(=O)c2ccc([N+](=O)[O-])cc2)OCc2ccccc2-c2ccccc2C1=O	-2.2[25 µM]
COc1ccccc1NC(=O)C(C)OC(=O)c1ccc(-n2cnnn2)cc1 (configuration not stated)	0.5
C[C@H]1CN([C@@H](C)CO)C(=O)c2cccc(NC(=O)c3ccncc3)c2O[C@H]1CN(C)Cc1ccc2c(c1)OCO2	5.2[25 µM]
O=C(c1ccccc1F)N1CCN(C(=O)C(c2ccccc2)c2ccccc2)CC1	7.1
CCCC(=O)N1CCC2(CC1)CN[C@@H](CO)c1[nH]c3cc(OC)ccc3c12	2.6[25 µM]
CCN(CC)CCOCCOc1ccc(Cl)c2ccccc12	-3.5
Cc1ccc(Sc2nc([N+](=O)[O-])nn2C)cc1	-3.5
O=C(CCNS(=O)(=O)c1ccccc1)OCc1nc2ccsc2c(=O)[nH]1	-0.4
O=S(=O)(c1ccccc1)N1C[C@H]2[C@@H](c3ccccc31)[C@H](CO)N2Cc1ccc2c(c1)OCO2	-2.2
CC1CCCCC12NC(=O)N(CC(=O)Nc1ccc(N3CCCCC3)cc1)C2=O (configuration not stated)	-14.7
Cc1cc(C(=O)NN)c(C)o1	10.5
CC(=O)c1cccc(N(C(=O)CNC(=O)c2ccco2)C(C(=O)NCc2ccco2)c2ccccc2)c1 (configuration not stated)	-1.1

A different layout for 3 compounds above:
Compound | BL2 CD40 inh
O=C(c1ccccc1F)N1CCN(C(=O)C(c2ccccc2)c2ccccc2)CC1 | 7.1
CCCC(=O)N1CCC2(CC1)CN[C@@H](CO)c1[nH]c3cc(OC)ccc3c12 | 2.6[25 µM]
CCN(CC)CCOCCOc1ccc(Cl)c2ccccc12 | -3.5

Remaining list, next part
SMILES	BL2 CD40 inh
CC(=O)c1cccc(NC(=O)C(C)OC(=O)/C=C/c2cccs2)c1 (configuration not stated)	2.0
O=C(CCn1c(=O)sc2ccccc21)NCc1ccco1	2.6
COc1cc(CN2[C@@H]3CNC[C@H]2C3c2ccc(-c3ccccc3C)cc2)cc(OC)c1 (some centres not stated)	-5.4&38.1
CCOc1ccccc1NC(=O)COC(=O)c1ccc(S(=O)(=O)N2CCCC2)cc1	7.1
Cc1cc(C)cc(-n2c(=O)c3ccccc3n(CC(=O)NCC3CCCO3)c2=O)c1 (configuration not stated)	1.3
CCc1c(C)sc(NC(=O)OC)c1C(=O)N1CCCCC1	-1.1
CCCCS(=O)(=O)N1CCC(C(=O)NCC2CCCO2)CC1 (configuration not stated)	-5.3
CCOC(=O)/C(N=Nc1ccc(C(=O)O)cc1[N+](=O)[O-])=C(\C)O	10.2
O=C(CN1C(=O)c2ccccc2C1=O)OCC(=O)c1ccccc1	-8.0
Cc1noc(C)c1S(=O)(=O)N(C)C[C@@H]1OCc2ccccc2-c2c(n(C)c3ccccc23)C(=O)N([C@@H](C)CO)C[C@H]1C	46.3[25 µM]
COc1ccccc1C(=O)COC(=O)c1nc(Cl)ccc1Cl	-19.9
O=C(Nc1cnccn1)c1cccnc1	1.7
N#Cc1ccc(OCC(=O)N[C@@H](Cc2ccccc2)c2nc3ccccc3[nH]2)cc1	-9.5
CCOC(=O)COc1ccc2c(c1)c(C(=O)OCC)c(C)n2CC	6.7
CN(C)C(=O)CCCCCCCCC(=O)N(C)C	4.5
CN(CCCNC(=O)CCc1cn(C)c2ccccc12)C1CCCCC1	2.9
COc1ccc2c3c([nH]c2c1)[C@H](CO)N(C(=O)Nc1ccc(F)cc1)CC31CN(Cc2cc(-c3ccccc3)on2)C1	39.8[25 µM]
Cc1ccc(S(=O)(=O)NC(CC(=O)NCC2CCCO2)c2ccccc2)cc1 (configuration not stated)	10.2
Cc1ccc(S(=O)(=O)Nc2ccc3[nH]ccc3c2)cc1	-4.0
COc1cccc(NC(=O)CN(C)C(=O)CSCc2nc3scc(-c4cccs4)c3c(=O)[nH]2)c1	0.5

Marked active in BL2 CD40 inh, of those listed so far:
SMILES	BL2 CD40 inh
CC(C)(C)NCC(=Cc1ccccc1)C(=O)c1ccccc1	51.7*

Continued.
SMILES	BL2 CD40 inh
Cc1cc(N2CCN(c3ccccc3)CC2)nc(N)n1	-1.3
O=C(O)CC(NC(=O)Nc1ccccc1)c1ccc(OC2CCCC2)cc1 (configuration not stated)	8.0
CCN(CC)S(=O)(=O)c1ccc(C)c(NC(=O)CNc2cccc(S(=O)(=O)N3CCOCC3)c2)c1	20.8
CCCC(=O)Nc1ccc2c(c1)C(=O)N(C)[C@@H]1CC[C@H](CC(=O)NCc3cccc(F)c3)O[C@@H]1CO2	0.3[25 µM]
COCCCNC(=S)N1CCN(Cc2ccc3c(c2)OCO3)CC1	2.5
O=[N+]([O-])c1ccc(NN=Cc2ccccc2)nc1	-38.8
COP(=O)(OC)c1ccc(NCc2cc(O)ccc2O)cc1	-12.5
C/C(=N\OCC(=O)Nc1cc(C)cc(C)c1)c1ccc2c(c1)OCCO2	-0.6
Cc1cc(C(=O)Nc2nnc(-c3ccccc3)s2)no1	-36.9
CC1C(=O)N2CCCc3cc(NC(=O)c4ccccc4C(F)(F)F)cc1c32 (configuration not stated)	18.3
O=C(c1ccc(F)cc1)N1CC(=O)N2[C@H](C1)[C@H](c1ccc(C#CCC3CCCC3)cc1)[C@@H]2CO	43.6[25 µM]
O=C(NCC(c1cccs1)N1CCOCC1)c1cn(-c2ccccc2)nc1-c1ccc(Cl)cc1 (configuration not stated)	2.5
O=C(COC(=O)c1ccc(O)cc1O)c1ccc(Cl)cc1	-50.5
COc1ccc(CNC(=O)C2CCCN(Cc3nc(-c4cccc(C)c4)oc3C)C2)cc1 (configuration not stated)	12.5

3 of the entries above in order of the BL2 CD40 inh value, high to low.
SMILES	BL2 CD40 inh
COc1ccc(CNC(=O)C2CCCN(Cc3nc(-c4cccc(C)c4)oc3C)C2)cc1 (configuration not stated)	12.5
O=C(NCC(c1cccs1)N1CCOCC1)c1cn(-c2ccccc2)nc1-c1ccc(Cl)cc1 (configuration not stated)	2.5
O=C(COC(=O)c1ccc(O)cc1O)c1ccc(Cl)cc1	-50.5

An excerpt (hit frequency here may not be typical).
